DT40 TDP1 CPT – growth inhibition of DT40 Tdp1-/-;hTDP1 cells with camptothecin (screen for TDP1 inhibitors); chicken DT40 Tdp1-/-;hTDP1 cells + 20 nM CPT, ATP luminescence, 48 h; Potency, µM (series often up to 46.2 µM), without a hit: at the top dose activity change, negative = growth inhibition, hits mostly inhibitors; hit rate 12% among 420,000; AID 686979; note: nearly all actives have a fitted effect of over 55% in size
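Cell growth measured by CellTiter-Glo luminescence after a minimum 48 h, 37 C compound exposure with 20 nM CPT in Tdp1-knockout DT40 cells stably expressing hTDP1, seeded 400/well; qHTS titration format.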
TDP1 cell noCPT – qHTS for Inhibitors of human tyrosyl-DNA phosphodiesterase 1 (TDP1): qHTS in cells in absence of CPT; hit rate 15% among 420,000; AID 686978, 2013; DT40 Tdp1-/- hTDP1 cells, no CPT, ATP luminescence, 48 h; Potency, µM (titrated, usually from 46.2 µM), inactives show at the highest dose activity change, negative = growth inhibition, most hits filed as inhibitors; note: nearly all actives have a fitted effect of over 55% in size
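Camptothecin absent (DMSO only). Human TDP1-complemented DT40 knockout cells, 400 cells/well, 37 °C for minimum 48 hr; ATP measured via CellTiter-Glo, 30 min dark incubation, luminescence.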
KAT2A inh – GCN5L2 (KAT2A) acetyltransferase inhibition; GCN5L2 HAT assay, ThioGlo1 CoA-SH fluorescence; Potency, µM (series often up to 58.9 µM), for the others: at the highest dose activity change, negative = inhibition, hits mostly inhibitors; hit rate 0.21% among 390,000; AID 504327
Target sequence (Q92830 whole entry, looked up): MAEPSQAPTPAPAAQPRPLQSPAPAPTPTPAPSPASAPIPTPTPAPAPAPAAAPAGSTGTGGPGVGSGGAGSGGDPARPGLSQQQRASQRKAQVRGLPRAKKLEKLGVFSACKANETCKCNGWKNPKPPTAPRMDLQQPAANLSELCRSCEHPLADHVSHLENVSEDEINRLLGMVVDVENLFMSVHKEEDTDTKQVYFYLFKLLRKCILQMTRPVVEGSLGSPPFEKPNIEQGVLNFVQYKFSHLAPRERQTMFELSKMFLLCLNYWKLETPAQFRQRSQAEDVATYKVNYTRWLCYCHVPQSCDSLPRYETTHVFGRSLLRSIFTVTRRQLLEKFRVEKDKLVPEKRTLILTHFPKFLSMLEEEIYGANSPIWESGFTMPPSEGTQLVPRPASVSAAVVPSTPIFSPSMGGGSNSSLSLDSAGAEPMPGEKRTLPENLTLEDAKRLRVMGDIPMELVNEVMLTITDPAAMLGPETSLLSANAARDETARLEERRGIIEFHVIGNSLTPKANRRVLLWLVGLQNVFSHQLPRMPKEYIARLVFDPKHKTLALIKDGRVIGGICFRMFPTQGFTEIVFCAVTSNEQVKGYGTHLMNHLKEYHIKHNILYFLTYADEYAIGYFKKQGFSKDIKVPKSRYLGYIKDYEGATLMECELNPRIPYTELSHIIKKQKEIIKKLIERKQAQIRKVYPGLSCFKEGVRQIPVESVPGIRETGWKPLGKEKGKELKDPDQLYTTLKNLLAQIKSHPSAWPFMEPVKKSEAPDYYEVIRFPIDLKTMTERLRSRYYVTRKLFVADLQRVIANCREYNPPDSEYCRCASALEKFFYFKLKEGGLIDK
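Titration-based screen in which CoA formation is detected via maleimide probe ThioGlo1 (50uM) turning fluorescent on thiol reaction; substrates H3(1-25) 75uM and acetyl-CoA 70uM, GCN5L2 20nM, 20 min incubation at room temperature.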
An asterisk follows results filed as active; ? = inconclusive; nt = not tested or not shown; [ ] = remark or other dose. Calls come from the whole dose curve; as a rule, active = well fitted curve in the direction sought with a large enough effect; inconclusive = small, poorly fitted or top-dose-only effect, or another doubt; inactive = no such curve, though single readings can be large; an effect the other way counts as inactive or inconclusive. % is set by controls: 0 for no effect and ±100 for the full control effect; potency is the fitted concentration of half-maximal effect.

SMILES	DT40 TDP1 CPT	TDP1 cell noCPT	KAT2A inh
COc1ccc(CC(=O)NC(C)c2nnc(SCC(=O)Nc3cc(C)ccc3OC)n2C)cc1 (stereo not given)	9%	-3%	-10%
Brc1cccc[n+]1Cc1ccccc1C[n+]1ccccc1Br	?	-25%	nt
COc1ccc(CCNS(=O)(=O)c2ccc3c(c2)CC(C)N3C(C)=O)cc1OC (stereo not given)	-27%	?	-12%
O=C1[C@@H]2C(c3ccccc3Cl)=NO[C@@H]2C(=O)N1Cc1ccccc1	-2%	3%	0%
CC1CCCCN1Cc1nc2ccccc2c(=O)[nH]1 (stereo not given)	-18%	-26%	?
Cc1ccc(NC2=NC(c3ccc(C)cc3)n3c(nc(C)cc3=O)N2)cc1 (stereo not given)	-26%	-17%	-4%
CCCOc1ccc(NC(=O)CC2C(=O)N(c3ccc(OC)cc3)C(=O)N2CCc2ccncc2)cc1 (stereo not given)	?	?	-6%
Oc1ccc(CN2CCN(c3ccccc3)CC2)c2cccnc12	5.2µM*	3.3µM*	-3%
Clc1ccc(-c2nc(-c3ccncc3)no2)c(Cl)c1	-1%	-26%	nt
N#Cc1c(-c2cccs2)nc(SCC(=O)c2cccs2)[nH]c1=O	9%	-11%	-21%
CC1C/C(=N\Nc2ccc(S(N)(=O)=O)cc2[N+](=O)[O-])CC(C)(C)C1 (stereo not given)	?	?	-9%
Cc1cc(C)c(C(N)=O)c(NC(=O)Nc2ccccc2Cl)n1	12%	-5%	-5%
O=C(NC1CCCC1)C(C1CC1)n1c(C2CC2)nc2ccccc21 (stereo not given)	8%	-18%	nt
COc1ccc(OC)c(C(=O)c2ccc(C(=O)Nc3ccc4ccccc4c3)cc2)c1	21µM*	18µM*	-6%
Clc1ccc(-c2nnc3n2-c2ccccc2SC3)cc1	0%	?	-1%
Cc1ccc2c(c1)c(=O)c(S(=O)(=O)c1ccc(C)c(C)c1)cn2CC(=O)Nc1ccccc1	-1%	-19%	0%
O=C(CCN1C(=O)c2cccc3cccc(c23)C1=O)N1CCN(c2ccccc2F)CC1	-13%	?	-8%
C[C@H](CO)N1C[C@H](C)[C@H](CN(C)C(=O)Nc2ccc(C(F)(F)F)cc2)Oc2ncc(-c3cccnc3)cc2C1=O	-21%	?	nt
O=C(Cc1cccs1)Nc1nc2ccccc2s1	?	15µM*	-2%
CC1CN(C(=O)CNC(=O)Cc2cccc3ccccc23)CC(C)O1 (stereo not given)	-17%	25%	0%
COC(=O)C1=C(C)OC(N)=C(C#N)C1c1c(C)nn(-c2ccccc2)c1Cl (stereo not given)	-30%	?	-15%
CCCCn1c(O)c2n(c1=O)Cc1ccccc1N=C2c1ccccc1	?	?	nt
O=S(=O)(Nc1ccc(S(=O)(=O)N2CCCC2)cc1)c1ccc(F)cc1	3%	1%	-4%
CC(C)Nc1ccc(C(CC(N)=O)NC(=O)Cc2ccc(Br)cc2)cc1[N+](=O)[O-] (stereo not given)	13µM*	21µM*	3%
COc1ccc(CCN2C(=O)NC(NS(=O)(=O)c3ccccc3)(C(F)(F)F)C2=O)cc1OC (stereo not given)	2%	4%	-2%
CCOC(=O)N/N=C\c1ccc(OC/C=C/c2ccccc2)cc1	-27%	23%	-10%
COC1=CC(=O)OC(c2ccccc2C(F)(F)F)C1 (stereo not given)	-3%	-12%	nt
CC1(C(=O)NS(=O)(=O)c2cccs2)CCN1C(=O)C1(c2ccc(Cl)cc2)CC1 (stereo not given)	-3%	-3%	nt
COc1ccccc1CNC(=O)COc1ccc2c(c1)CCC2	-7%	-2%	-16%
O=S1(=O)CCOC[C@H](Cc2ccccc2)N1Cc1ccc(F)cc1	?	-24%	nt
CC(CCc1ccccc1)NC(=O)COC(=O)C12CC3CC(CC(Br)(C3)C1)C2 (stereo not given)	?	?	6%
Cc1ccc(S(=O)(=O)c2nc(NCc3ccc4c(c3)OCO4)sc2Cl)cc1	-10%	-23%	-7%
COc1cccc(/C=C/C(=O)NCC2CCCCC2)c1	-8%	-2%	nt
Cc1cc([N+](=O)[O-])ccc1NCc1cccc([N+](=O)[O-])c1	?	?	-19%
CC1(C(=O)NCC2CC2)CCN1C(=O)C/C=C/c1ccccc1 (stereo not given)	?	?	nt
Cc1ccccc1NC(=O)/C(C#N)=C\c1cc(C)n(-c2ccc(C(=O)O)cc2)c1C	-5%	-11%	-22%
Oc1ccc(-c2csc(Nc3ccccn3)n2)c(O)c1	?	?	-8%
O=c1c(-c2ccc(F)cc2)nc2cnc(N3CCOCC3)nc2n1C1CC1	3%	16%	-8%
CC1(C(=O)N2CC3(CC(c4cccc(NC(=O)CC(c5ccccc5)c5ccccc5)c4)=NO3)C[C@@H]2C(N)=O)CC1 (stereo not given in full)	-28%	-29%	3%
Cc1ccc(C(=O)Nc2cnc3sc(C)nn3c2=O)cc1	-8%	?	-2%
CCC(COC(=O)Nc1cccc(C)c1)NC(=O)OCC(C)C (stereo not given)	?	?	-14%
CCOC(=O)C(C)Oc1ccc(C2NC(=O)NC(C)=C2C(=O)Nc2ccccc2C)cc1 (stereo not given)	0%	-14%	-2%
CCOC(=O)COc1cc(-n2c(=S)[nH]c3cc(OC)c(OC)cc3c2=O)c(Cl)cc1Cl	-29%	?	-8%
Cc1ccccc1NC(=O)c1sc2nc3c(cc2c1N)CN(Cc1ccccc1)CC3	?	18µM*	-3%
CCOC(=O)[C@]12CCC=C1N(CCC1=CCCCC1)C(=O)[C@H](CC(=O)N1CCSCC1)C2	18µM*	?	nt
CCOC(=O)CSc1cc(CSc2ccccc2)nc(-c2ccccc2)n1	-20%	?	-1%
CCOc1cccc(CN2CCC(n3cc(C(=O)N4CCCCC4)nn3)CC2)c1O	12%[9.04 µM]	-10%	nt
Clc1cccc(-c2nc3ccc(Cl)cn3c2Cc2ccccc2)c1	?	16µM*	nt
COc1cc2c(cc1OC)CN(CC(=O)Nc1ccccc1SC)CC2	?	23µM*	3%
CN1CCN(c2ncnc3c2cnn3-c2cccc(Cl)c2)CC1	16µM*	16µM*	4%
C/C(=N\NC(=O)c1ccc(COc2ccccc2)cc1)c1ccncc1	6%	-3%	-2%
CCCCNS(=O)(=O)c1ccc(NC(=O)C(Sc2ccccc2)c2ccccc2)cc1 (stereo not given)	?	?	-6%
O=C(CSc1ccc2c(c1)OCCO2)Nc1ccc(Br)cc1	-25%	-28%	-5%
COc1ccc(NC(=O)C(c2ccc(C)cc2)N(C)C(=O)c2ccc(=O)[nH]c2)cc1 (stereo not given)	-1%	-5%	4%
Cc1ccc2nc(N(CCN(C)C)C(=O)c3ccc4ccccc4c3)sc2c1	?	?	-5%
COc1ccc(CCN2CC(C(=O)NCC3(O)CCCCC3)CCC2=O)cc1 (stereo not given)	0%	-2%	1%
Cc1cc(C)c2c(CC(=O)Nc3cc(C(F)(F)F)ccc3Cl)coc2c1	-19%	?	-2%
Nc1ccc(C(=O)O)c(O)c1 (tested in a mixture with another compound)	2%	-1%	nt
Cc1c(C(=O)OCc2ccccc2)[nH]c2c1C(=O)CC(c1ccc(N(C)C)cc1)C2 (stereo not given)	?	-18%	-5%
O=C(Nc1ccc(Cl)cn1)C1CCCN1S(=O)(=O)c1ccccc1 (stereo not given)	21µM*	12µM*	-5%
Continued:
SMILES	DT40 TDP1 CPT	TDP1 cell noCPT	KAT2A inh
O=S(=O)(Nc1nc2ccccc2nc1NCC1CCCO1)c1cc(Cl)ccc1Cl (stereo not given)	-23%	-20%	-6%
CCS(=O)(=O)c1ncc(CO)n1CCc1ccccc1	6%	15%	-10%
CCN(CC)S(=O)(=O)c1cc(NC(=O)COc2ccc(C#N)cc2OC)ccc1C	21µM*	23µM*	-5%
O=C(COc1ccc(S(=O)(=O)N2CCOCC2)cc1Cl)NC1CCCCC1	?	-21%	-8%
CCCCn1c(=O)[nH]c(=O)c2c1nc(-c1ccc(C#N)cc1)n2C1CCCC1	-18%	?	-14%
CCSc1nc(-c2ccc(OC)cc2)cc(-c2ccccc2)c1C#N	?	23µM*	-11%
O=C(c1cccc(S(=O)(=O)N2CCCC2)c1)N(Cc1ccco1)C1CCS(=O)(=O)C1 (stereo not given)	20%	-10%	-2%
Cc1ccc(C(=O)N/C(=C\c2ccc(F)cc2)C(=O)NCc2ccncc2)cc1	13%	-25%	-6%
CCCCCCN1C[C@H](n2cc(COC(=O)c3ccccc3)nn2)[C@@H](O)C[C@@H]1c1ccc(C)cc1	?	?	nt
O=C(Cc1ccsc1)Nc1ccc(S(=O)(=O)C(F)F)cc1	?	?	-4%
CC(On1nnc2ccc(S(=O)(=O)N3CCOCC3)cc21)C(=O)Nc1ccccc1F (stereo not given)	-4%	-18%	-4%
Cn1cnc2c(SCc3ccccc3)ncnc21	-4%	-7%	nt
FC(F)(F)Oc1ccccc1C(c1nnnn1-c1ccc2c(c1)OCCO2)N1CCN(C/C=C/c2ccccc2)CC1 (stereo not given)	?	15µM*	nt
COc1ccc(CNC(=O)c2cncc(Br)c2)cc1	1%	-18%	5%
O=S(O)OC1CS(=O)(=O)CC1c1ccccc1 (stereo not given)	-9%	0%	13%
CC(NC(=O)NC1CCCCC1)c1ccc2c(c1)OCO2 (stereo not given)	-22%	-10%	0%
NC(Cc1ccc(Cl)cc1)c1csc(Nc2nccc(C(F)(F)F)n2)n1 (stereo not given)	?	?	nt
Cc1ccc(S(=O)(=O)NC(=O)Nc2ccc(F)c(F)c2)cc1	14%	3%	-3%
COCCN1C(=O)CSCC1(C)C(=O)NC(C)C (stereo not given)	-5%	45%[activator]	nt
CCOC(=O)CC1NC(=O)c2ccccc21 (stereo not given)	-5%	-7%	-10%
CCC(=O)c1ccc(OCC(=O)Nc2ccc(N3CCCCC3)cc2)cc1	-105%	21µM*	-9%
CC(=O)N1CN(CCCn2ccnc2)Cc2c1sc1c2CCCC1	-2%	-27%	1%
O=C(NCc1cccs1)c1cc(C2CC2)on1	-1%	-4%	0%
CCN(c1ccccc1)S(=O)(=O)c1c(C)nc2scc(C)n2c1=O	3%	-18%	0%
COc1ccc(CNc2nc(-c3ccccc3OC)nc3ccccc23)c(OC)c1	23µM*	9.2µM*	-18%
CCOC(=O)c1c(NC(=O)C2C3C=CC(CC3)C2C(=O)O)sc(C)c1C (stereo not given)	-21%	?	-3%
CC(C)CNC(=S)NC1CCCC1	-23%	-25%	-5%
CC(C)C12NC(=O)NC(=O)N1CCS2 (stereo not given)	?	?	nt
Cn1c(CC(=O)Nc2ccccc2)c(Sc2ccccc2)c2ccccc21	-13%	-1%	-4%

Ordered by number of heavy atoms (falling): some entries from above
SMILES	DT40 TDP1 CPT	TDP1 cell noCPT	KAT2A inh
CCCCCCN1C[C@H](n2cc(COC(=O)c3ccccc3)nn2)[C@@H](O)C[C@@H]1c1ccc(C)cc1	?	?	nt
O=C(CCN1C(=O)c2cccc3cccc(c23)C1=O)N1CCN(c2ccccc2F)CC1	-13%	?	-8%
CC(On1nnc2ccc(S(=O)(=O)N3CCOCC3)cc21)C(=O)Nc1ccccc1F (stereo not given)	-4%	-18%	-4%
CCN(CC)S(=O)(=O)c1cc(NC(=O)COc2ccc(C#N)cc2OC)ccc1C	21µM*	23µM*	-5%
CC(C)Nc1ccc(C(CC(N)=O)NC(=O)Cc2ccc(Br)cc2)cc1[N+](=O)[O-] (stereo not given)	13µM*	21µM*	3%
CCC(=O)c1ccc(OCC(=O)Nc2ccc(N3CCCCC3)cc2)cc1	-105%	21µM*	-9%
NC(Cc1ccc(Cl)cc1)c1csc(Nc2nccc(C(F)(F)F)n2)n1 (stereo not given)	?	?	nt
CCSc1nc(-c2ccc(OC)cc2)cc(-c2ccccc2)c1C#N	?	23µM*	-11%
Clc1cccc(-c2nc3ccc(Cl)cn3c2Cc2ccccc2)c1	?	16µM*	nt
CC1(C(=O)NCC2CC2)CCN1C(=O)C/C=C/c1ccccc1 (stereo not given)	?	?	nt
Brc1cccc[n+]1Cc1ccccc1C[n+]1ccccc1Br	?	-25%	nt
Cc1ccc(C(=O)Nc2cnc3sc(C)nn3c2=O)cc1	-8%	?	-2%
Clc1ccc(-c2nc(-c3ccncc3)no2)c(Cl)c1	-1%	-26%	nt
CCOC(=O)CC1NC(=O)c2ccccc21 (stereo not given)	-5%	-7%	-10%

Bioassay records (PubChem BioAssay)

This is a random part of the collection; about 18% have a hit in one of these screens.
